# Compound activity from PubChem BioAssay.
# PI4K2A inh – inhibitors of human PI4K2A; 0.13% of 420,000 active; AID 1346378; activity change, negative = inhibition, % at 76.9 µM; purified PI4K2A, ADP-Glo luminescence, 1 h; active compounds read low; Q9BTU6; in the data active = activity change below about -50%; inconclusive = mostly about -30% to -49%;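 note: -100% = wells without enzyme as full effect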
#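 ADP-Glo luminescence measured ADP generated by PI4K2A enzyme (4 ug/mL before mixing) with 1.2 mM PI substrate (pre-mix) and 300 microM ATP (pre-mix). Tris pH7.5 buffer with MgCl2, Triton X-100; 1 h reaction at ambient temperature.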
# Pol eta inh – inhibitors of human DNA polymerase eta; recombinant Pol eta, fluorescent DNA replication assay; Potency, µM (titrated, usually from 114 µM), without a hit: top-dose activity change, negative = inhibition, usual class: inhibitors; 1.2% of 390,000 active; AID 588591; note: potency is the fitted concentration of half-maximal effect; % is set by controls: 0 for no effect and ±100 for the full control effect
#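 Pol eta (10 nM) was preincubated with compounds for 15 min at room temperature, after which fluorescent replication substrate (50 nM final) was added to start the reaction. Fluorescence was read kinetically at 0 and 10 min.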
# BAZ2B block – BAZ2B (human) inhibition. 4.4% of 360,000 active. Potency, µM (doses to about 114 µM), for the others: at the top dose activity change, negative = inhibition, actives largely listed as inhibitors. AlphaScreen BAZ2B-H3K14Ac peptide displacement; note: potency is the fitted concentration of half-maximal effect; % is set by controls: 0 for no effect and ±100 for the full control effect; nearly all actives have a fitted effect of over 60% in size
# Target sequence (Q9UIF8 whole entry, looked up): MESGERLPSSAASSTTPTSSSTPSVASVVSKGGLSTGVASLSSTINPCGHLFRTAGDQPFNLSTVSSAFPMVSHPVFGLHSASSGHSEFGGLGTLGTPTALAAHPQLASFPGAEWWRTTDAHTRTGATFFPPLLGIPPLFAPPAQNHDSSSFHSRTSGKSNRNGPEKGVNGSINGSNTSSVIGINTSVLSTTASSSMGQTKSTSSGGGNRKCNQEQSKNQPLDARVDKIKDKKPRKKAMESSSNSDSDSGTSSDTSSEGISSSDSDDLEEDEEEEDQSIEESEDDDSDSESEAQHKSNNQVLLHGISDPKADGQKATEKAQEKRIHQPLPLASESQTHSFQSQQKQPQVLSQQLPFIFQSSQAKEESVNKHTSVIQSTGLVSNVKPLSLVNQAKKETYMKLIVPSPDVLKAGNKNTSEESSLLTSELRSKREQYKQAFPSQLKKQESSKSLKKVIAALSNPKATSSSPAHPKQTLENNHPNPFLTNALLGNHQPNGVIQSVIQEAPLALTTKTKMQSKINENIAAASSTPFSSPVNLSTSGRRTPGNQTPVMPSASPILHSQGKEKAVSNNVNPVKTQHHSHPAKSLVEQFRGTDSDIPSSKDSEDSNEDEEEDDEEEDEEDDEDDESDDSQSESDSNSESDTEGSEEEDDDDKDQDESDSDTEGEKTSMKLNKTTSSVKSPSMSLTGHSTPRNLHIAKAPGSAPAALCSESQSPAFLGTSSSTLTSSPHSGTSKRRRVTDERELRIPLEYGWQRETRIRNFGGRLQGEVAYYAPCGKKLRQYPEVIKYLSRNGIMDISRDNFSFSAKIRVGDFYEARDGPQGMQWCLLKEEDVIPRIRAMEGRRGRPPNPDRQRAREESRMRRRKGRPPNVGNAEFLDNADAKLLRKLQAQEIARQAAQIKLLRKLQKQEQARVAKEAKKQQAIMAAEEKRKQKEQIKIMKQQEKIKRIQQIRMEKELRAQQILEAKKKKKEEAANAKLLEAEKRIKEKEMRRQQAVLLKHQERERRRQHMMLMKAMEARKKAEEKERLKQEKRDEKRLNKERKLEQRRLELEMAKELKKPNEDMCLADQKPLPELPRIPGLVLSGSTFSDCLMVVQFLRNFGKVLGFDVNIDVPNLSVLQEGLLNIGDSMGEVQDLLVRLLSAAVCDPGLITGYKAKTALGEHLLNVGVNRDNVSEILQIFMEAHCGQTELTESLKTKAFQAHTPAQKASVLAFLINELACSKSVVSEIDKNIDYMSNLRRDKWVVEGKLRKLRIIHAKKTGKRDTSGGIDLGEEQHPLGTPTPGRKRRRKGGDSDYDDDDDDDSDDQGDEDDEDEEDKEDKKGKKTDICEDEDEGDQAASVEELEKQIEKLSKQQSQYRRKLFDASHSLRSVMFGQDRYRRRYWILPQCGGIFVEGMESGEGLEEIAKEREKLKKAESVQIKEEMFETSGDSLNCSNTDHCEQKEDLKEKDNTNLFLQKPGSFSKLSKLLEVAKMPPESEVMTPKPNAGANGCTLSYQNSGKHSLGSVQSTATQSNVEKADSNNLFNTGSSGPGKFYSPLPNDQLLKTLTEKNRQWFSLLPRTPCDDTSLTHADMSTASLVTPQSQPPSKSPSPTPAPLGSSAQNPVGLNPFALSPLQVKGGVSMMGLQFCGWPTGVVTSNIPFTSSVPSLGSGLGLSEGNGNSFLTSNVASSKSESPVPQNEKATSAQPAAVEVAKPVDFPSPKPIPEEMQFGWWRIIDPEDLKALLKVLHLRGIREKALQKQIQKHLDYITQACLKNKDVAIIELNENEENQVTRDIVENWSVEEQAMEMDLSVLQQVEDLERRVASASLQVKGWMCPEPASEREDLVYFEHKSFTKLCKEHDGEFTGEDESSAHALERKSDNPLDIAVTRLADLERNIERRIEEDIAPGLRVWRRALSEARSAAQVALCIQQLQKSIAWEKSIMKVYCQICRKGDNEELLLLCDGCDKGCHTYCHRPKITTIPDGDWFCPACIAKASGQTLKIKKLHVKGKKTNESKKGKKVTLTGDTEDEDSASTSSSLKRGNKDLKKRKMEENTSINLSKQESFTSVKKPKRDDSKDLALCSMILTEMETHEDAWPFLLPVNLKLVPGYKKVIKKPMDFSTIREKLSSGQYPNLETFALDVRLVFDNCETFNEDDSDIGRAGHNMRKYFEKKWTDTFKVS
#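 BAZ2B (50 nM) with biotin-H3(5-23)K14Ac peptide (50 nM) in PBS pH 7.4, 0.01% Tween-20, preformed 30 min, then compound 30 min at room temperature; top concentration 110uM. AlphaScreen streptavidin donor/nickel chelate acceptor beads (10 ug/mL final), 20 min dark, signal read.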
# Pin1 inhibitor – blocks the human prolyl isomerase Pin1. Q13526. Pin1 FP peptide displacement, HiFluor488, 10 min. Potency, µM (titrated, usually from 115 µM), inactives show at the highest dose activity, negative = inhibition, hits mostly inhibitors. 0.009% of 390,000 active. AID 504891; active = well fitted inhibition curve with a large enough effect in the polarisation, with a control signal flat, not every such curve was filed as active; inconclusive = small, poorly fitted or top-dose-only effect, or effect the other way, or a change in a side signal; inactive = no such curve, though single readings can be large or run the other way; the % refers to the polarisation; note: potency is the fitted concentration of half-maximal effect; % is set by controls: 0 for no effect and ±100 for the full control effect
# PGK inhibitor – T. brucei PGK inhibition | P07378 | PGK/GAPDH coupled, Kinase-Glo luminescence, 60 min | Potency, µM (highest dose often 57.5 µM), for the others: top-dose activity change, negative = inhibition, hits mostly inhibitors | 0.043% of 380,000 active; note: potency is the fitted concentration of half-maximal effect; % is set by controls: 0 for no effect and ±100 for the full control effect; nearly all actives have a fitted effect of over 60% in size
#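 Luminescent ATP detection (Kinase-Glo Plus) follows a 60-minute room-temperature incubation, with wells lacking PGK as controls. Buffer: 100 mM TEA (pH 7.6), 5 mM MgCl2, 0.01% Tween-20. Coupling enzyme GAPDH (100 nM final) supplies unstable 1,3-BPG in-well.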
# HP1b chromo inh – HP1-beta chromodomain-methylated histone interaction inhibition; AlphaScreen HP1-beta / biotin-H3K9me3 peptide binding; Potency, µM (series often up to 114 µM), for inactives: at the top dose activity change, negative = inhibition, hits mostly inhibitors; 0.56% of 390,000 active; AID 540317; note: potency is the fitted concentration of half-maximal effect; nearly all actives have a fitted effect of over 70% in size; inactives centre near 23
#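 AlphaScreen: HP1-beta (50 nM) preformed 30 min with biotin-H3(1-18)K9me3 peptide (50 nM) in PBS pH 7.4, 0.01% Tween-20. Compound added for 30 min at RT, then streptavidin donor/nickel chelate acceptor beads (10 ug/mL) for 30 min.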
# G9a inh – blocks human histone lysine methyltransferase G9a; G9a H3K9 monomethylation, AlphaScreen, 2 h; 8.8% of 350,000 active; Q96KQ7; Potency, µM (highest dose often 102 µM), for inactives: at the highest dose activity, negative = inhibition, most hits filed as inhibitors; AID 504332; note: potency is the fitted concentration of half-maximal effect; % is set by controls: 0 for no effect and ±100 for the full control effect; nearly all actives have a fitted effect of over 75% in size
#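 Readings reflect AlphaScreen signal from monomethyl-H3K9 antibody detection. HMT at 20 nM; substrate b-H3K9 500 nM; cofactor SAM 20 uM; 2 h RT reaction; compounds tested as titrations in qHTS with 15 min preincubation.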
# GLS inh – inhibitors of human glutaminase (GLS); O94925; GLS enzymatic activity, qHTS titration; Potency, µM (doses to about 45.5 µM), for inactives: at the highest dose activity change, negative = inhibition, usual class: inhibitors; 0.21% of 410,000 active; AID 624170; note: potency is the fitted concentration of half-maximal effect; % is set by controls: 0 for no effect and ±100 for the full control effect
#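 Human kidney-isoform GLS in 45 mM KH2PO4 pH 8.2, 0.02% Tween-20, with compound, started with 1mM L-Glutamine (added stock). Glutamate oxidase/HRP/Amplex red coupled fluorescence read at start and after 30 min at RT.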
# JMJD2A Tudor – inhibitors of human JMJD2A Tudor domain | O75164 | AlphaScreen JMJD2A-Tudor / H3K4me3 peptide binding | Potency, µM (doses to about 114 µM), without a hit: at the highest dose activity change, negative = inhibition, actives largely listed as inhibitors | 4.4% of 390,000 active | AID 504339; note: potency is the fitted concentration of half-maximal effect; % is set by controls: 0 for no effect and ±100 for the full control effect; nearly all actives have a fitted effect of over 50% in size
# Starred values were filed as active, the others as inactive; i = inactive; ? = inconclusive; nt = no result given; & = joins results of further samples; [ ] = another dose, or the depositor's remark. Unless noted, calls come from the whole dose curve; as a rule, active = well fitted curve in the direction sought with a large enough effect; inconclusive = small, poorly fitted or top-dose-only effect, or another doubt; inactive = no such curve, though single readings can be large; an effect the other way counts as inactive or inconclusive. Not all compounds are listed; rates above refer to the full screens.
# Each structure is followed by: PI4K2A inh, Pol eta inh, BAZ2B block, Pin1 inhibitor, PGK inhibitor, HP1b chromo inh, G9a inh, GLS inh, JMJD2A Tudor
Cc1nn(CCCC(=O)NCCc2ccc(Cl)cc2)c(=O)c2c1sc1ccccc12
  1, -14%, 25µM*, -2%, -4%, 32µM*, 6.3µM*, -5%, 7.9µM*
COc1ccc(CNc2ccc3c(c2)CCC3)cc1Br
  2, -18%, -26%, 0%, i, 15%, 35µM*, -12%, -24%
COc1cccc(N2CCN(S(=O)(=O)c3ccc4c(c3)CCCN4C(C)=O)CC2)c1
  -4, -5%, -17%, -5%, -4%, 18%[57 µM], 4%[59 µM], 0%, -23%
C#CCOCCOCCOCCNc1nc(N2CCN(C(=O)C([C@@H](C)CC)n3cc(C(N)COC(=O)C(F)(F)F)nn3)CC2)nc(N2CCN(C(=O)[C@H](CCCCN)n3cc(C(N)CC(C)C)nn3)CC2)n1 (stereo partly drawn)
  -5, -2%, nt, -13%, 8%, 5%, nt, 1%, 56µM*
O=C(CCCNS(=O)(=O)c1cccc2nsnc12)NC1CCCCC1
  0, -18%, 4%, -3%, -8%, 24%, -48%, 1%, -7%
Cc1cc(C(F)(F)F)c2sc(N)nc2n1
  3, -13%, 5%, 5%, 5%, 27%, 12%[59 µM], 3%, -10%
O=S1(=O)c2ccccc2N(Cc2cccc(Cl)c2)c2ccccc21
  7, -12%, -36%, 36%[activator], -2%, 25%, -18%[59 µM], 2%, -16%
Cc1nn(C(C)(C)C)c(OC(=O)c2c(F)cccc2F)c1Sc1ccccc1
  1, -7%, 54%[activator], -2%, 12%, 87%[activator], 34%[activator][59 µM], 10%, 58%[activator]
O=C(Cc1ccc([N+](=O)[O-])cc1)N/N=C/c1ccc([N+](=O)[O-])o1
  -2, 3%, ?, 0%, 0%, 19%, ?, 6%, -23%
C[C@@H]1Cn2cnc(C(=O)N[C@@H](Cc3c[nH]c4ccccc34)C(=O)OC(C)(C)C)c2C(=O)N1
  3, -21%, nt, nt, -7%, nt, nt, 2%, nt
O=C(COC(=O)c1ccccc1F)NCc1ccc2c(c1)OCO2
  0, -23%, nt, 3%, -5%, 46%[activator], nt, 1%, -6%
COCCCNC(=O)/C(C#N)=C/c1c(N2CCCCCC2)nc2ccccn2c1=O
  4, -13%, -13%, -3%, -1%, 48%[activator], 8%[2.33 µM], -16%, -15%
COc1ccc(OC(C)C(=O)Nc2cccc(F)c2)cc1 (stereo not drawn)
  2, -14%, 12%, 5%, 5%, 11%, 9%, 6%, 9%
O=C(Cn1ncc2c3ccccc3n(Cc3ccc(F)cc3)c2c1=O)NCc1ccccn1
  -3, -6%, 5%, -2%, i, 40%[activator], 12%[59 µM], -3%, -16%
Nc1nonc1-n1nnc(C(=O)N/N=C/c2cccnc2)c1-c1ccccc1
  4, -13%, -2%, 1%, -2%, 27%, 13%, 0%, -11%
Cc1ccc(CSc2ccc(-c3cccs3)nn2)cc1
  -1&-6, 10%&-13%, -15%&9%, -3%&1%, -2%&0%, 36%&15%, -2%&4%[59 µM], 6%&5%, 0%&-6%
COc1ccccc1-c1nnc2n(CCc3ccccc3)c(=O)c3ccccc3n12
  0, 4%, -1%, -11%, -9%, 38%, -6%[59 µM], 12%, -11%
O=C(CSc1nc2c([nH]c3ccccc32)c(=O)n1-c1ccc(F)cc1)N1CCCCCC1
  0, -5%, -1%, -13%, i, 5%[57 µM], 9%[59 µM], -16%, -12%
CS(=O)(=O)Oc1ccc2c(c1)O/C(=C\c1cccc([N+](=O)[O-])c1)C2=O
  -5, -16%, -2%, 0%, nt, 29%, 48%[0.501 µM], 0%, -32%
CCOC(=O)N1CCN(C(=O)CSc2ccc(-c3ccc(OC)c(OC)c3)nn2)CC1
  -1, -23%, -24%, 7%, 2%, 29%, -3%, -4%, -16%
CCOc1ccccc1NC(=O)NC(C)c1ccncc1 (stereo not drawn)
  -4, -14%, -4%, 5%, i, 49%[activator], 5%, 2%, -4%
Cc1ccc(S[C@@H](CCN2CC[C@H](O)CCC2=O)c2ccccc2)cc1
  -2, -11%, -8%, 1%, -7%, 47%[activator], nt, -1%, ?
COc1cccc2cc(C(=O)Nc3ccccc3C(=O)N3CCOCC3)oc12
  0, 0%, 6%, -1%, 2%, 28%, 52%[activator], 6%, -15%
Cc1ccc2[nH]c(=O)c3cc(C(=O)N4CCN(c5ccccc5F)CC4)sc3c2c1
  -8, -13%, 4%, 4%, -2%, 8%, 0%[59 µM], 5%, -14%
CCOC(=O)c1ccc2c(c1)n(CCCS(=O)(=O)[O-])c(/C=C/c1ccc(Cl)cc1)[n+]2CC
  -4, -18%, 0%, -2%, 1%, 19%, nt, 1%, 3%
O=C(NCc1ccc(F)cc1)c1ccc(CS(=O)Cc2ccccc2Cl)o1 (stereo not drawn)
  1, -3%, -3%, -8%, 5%, 26%, 33%[activator], 21%, -7%
NCCCCCCNS(=O)(=O)c1cccc2c(Cl)cccc12
  -2, -3%[57.1 µM], nt, -1%, -2%, 4%, 46%[activator][12.7 µM], 0%, -27%
COc1ccc(CNC(=O)CN(c2ccc(C(C)C)cc2)S(=O)(=O)c2c(C)noc2C)cc1
  4, -15%, 1%, ?, -8%, 40%[activator], nt, -5%, 10%
O=[N+]([O-])c1ccccc1Nc1cccc(F)c1
  0, -26%, nt, 2%, -1%, ?, nt, 6%, 45µM*
Cc1ccccc1C(=O)NC1CCN(CC(=O)Nc2c(C)cccc2C)CC1
  2, -10%, 1%, 1%, i, 67%[activator], -6%[59 µM], -3%, -18%
Cc1cccc(OCC(=O)Nc2ccc(NC(=O)c3ccco3)c(C)c2)c1
  26, 10%, 21%, -5%, 8%, 11%, 1%[12.7 µM], -5%, -12%
Cc1sc2c(c1C)c(=O)n(Cc1ccccc1)c(=O)n2CC(=O)Nc1cccc(Cl)c1
  -5, nt, -5%, 18%, nt, 15%, -48%[59 µM], -1%, -2%
O=S(=O)(NCc1csc(-c2cccnc2)n1)c1ccc(Cl)s1
  -1, -22%, 4%, 13%, 9%, 39%, ?, 0%, -15%
O=C(O)c1nccnc1C(=O)Nc1ccccc1N1CCOCC1
  1, 1%, -22%, 1%, -2%, 4%, ?, 6%, ?
Cc1ccc(CN2CCN(CCCn3cnc4c(OCc5ccccc5)ncnc43)CC2)cc1
  -4, -9%, nt, 10%, 5%, 6%, nt, 2%, -29%
CCN(CC(=O)Nc1c(F)cccc1F)C(=O)c1nc2nc(C)cc(C)n2n1
  -6, -10%, -5%, 7%, -3%, 15%, -1%, 8%, -16%
O=C(NCCS(=O)(=O)c1ccc(Br)cc1)c1ccc(F)cc1
  -1, -16%, 3%, -6%, i, 34%, nt, -13%, 4%
COCCCN1C(=O)C(=O)/C(=C(/O)c2ccc(OCC(C)C)cc2)C1c1cccnc1 (stereo not drawn)
  13, 4%, 17%, -2%, -4%, 53%[activator], -30%[59 µM], 10%, -4%
Cc1ccc(Cn2c(=O)n(Cc3ccccc3Cl)c(=O)c3ccccc32)cc1
  0, -1%, -2%, -3%, -2%, 7%, 4%[59 µM], -5%, -15%
Cc1ccc(Br)cc1S(=O)(=O)Nc1cccnc1
  -4, -1%, -8%, 2%, -7%, 9%, ?, 1%, -17%
CCN(C(=O)CSc1nnc(COc2ccccc2F)n1N)c1c(N)n(Cc2ccccc2)c(=O)[nH]c1=O
  -2, 2%, nt, 13%, -6%, 16%, nt, -6%, -15%
Cc1ccc2oc(C(=O)NCC(c3ccco3)N3CCCC3)c(C)c2c1 (stereo not drawn)
  2, -9%, -29%, -6%, 2%, 36%, nt, 10%, -36%
COc1cc(NC(=S)NCc2cccnc2)cc(OC)c1OC
  7, -11%, 1%, ?, -5%, 40%[activator], 7%, 15%, -3%
Cc1cc(C)n(C2CCCCC2OC(=O)c2ccccc2)n1 (stereo not drawn)
  4, -13%, 8%, -7%, -5%, 17%, 11%, -8%, 40%[activator]
O=C(/C=C/c1ccc(Br)cc1)NC(=O)c1ccccc1O
  36, -18%, ?, ?, 4%, -8%, ?, 4%, -11%[57.1 µM]
Cc1ccc2nc(SC(C)C(=O)N3CCCCC3)[nH]c2c1 (stereo not drawn)
  -8, -13%, -15%, 0%, 7%, 50%[activator], -24%, 3%, -11%
O=C(O)Cc1ccc(Nc2cnn(C34CC5CC(CC(CC(=O)O)(C5)C3)C4)c(=O)c2Cl)cc1
  3, -15%, -9%, -7%, i, -8%, -29%, 8%, ?
CCC(C)(C(=O)NC1CCCC1)N(CC1CCCO1)C(=O)c1ccc2c(c1)OCO2 (stereo not drawn)
  1, 5%, 4%, -6%, i, 1%, 17%, -3%, -14%
CN(C(=O)c1cccc(NC(=O)Cc2ccc(NC(=O)C3CCCN(C(=O)C4CCC4)C3)cc2)c1)C1CCC1 (stereo not drawn)
  1, -7%, nt, -2%, -4%, 33%, nt, 1%, -16%
COc1ccccc1N1CCN(C(=O)Cn2ncc3c([nH]c4ccccc43)c2=O)CC1
  2&-1, -15%&-12%, -11%&0%, -1%&-2%, 9%&6%, 27%&12%, -5%&3%[59 µM], -1%&1%, -9%&-17%
N#Cc1ccsc1NC(=O)COc1ccc(-c2nnco2)cc1
  -17, 20µM*, -5%, 19%, -13%, 29%, 40µM*, -7%, -25%
COc1ccc2c(c1)CC/C(=C\c1ccc(C)o1)C2=O
  5, ?, 45µM*, 24%, 7%, ?, 50µM*, -2%, ?
